High-throughput results from PubChem BioAssay.
Rev-erbA mod: modulators of Rev-erb alpha DNA binding, primary screen, biochemical, FITC-DNA, fluorescence polarization, uHTS. Nuclear receptor subfamily 1 group D member 1 (Homo sapiens), P20393. Rev-erbα–FITC-DNA binding, 90 min. activity, % at 10 µM. 370,000 compounds, 0.79% hits. AID 1259318, 2017;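 active = activity above about 14%, limit read from the data; passing the limit was not always enough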;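 also: 0% = DMSO wells with 35 nM protein and 100% = DMSO wells with 750 nM protein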
MBD2 DNA inh: inhibitors of MBD2 binding to methylated DNA, primary screen, biochemical, TR-FRET, DNA-binding domain, human; 370,000 compounds, 0.31% hits; inhibition, % at 4.4 µM; MBD2 binding to methylated oligonucleotide; Methyl-CpG-binding domain protein 2 (Homo sapiens), Q9UBB5; AID 686964, 2013; in the data active = inhibition above about 13%
Target sequence (Q9UBB5 whole entry, looked up, the tested form may be a part): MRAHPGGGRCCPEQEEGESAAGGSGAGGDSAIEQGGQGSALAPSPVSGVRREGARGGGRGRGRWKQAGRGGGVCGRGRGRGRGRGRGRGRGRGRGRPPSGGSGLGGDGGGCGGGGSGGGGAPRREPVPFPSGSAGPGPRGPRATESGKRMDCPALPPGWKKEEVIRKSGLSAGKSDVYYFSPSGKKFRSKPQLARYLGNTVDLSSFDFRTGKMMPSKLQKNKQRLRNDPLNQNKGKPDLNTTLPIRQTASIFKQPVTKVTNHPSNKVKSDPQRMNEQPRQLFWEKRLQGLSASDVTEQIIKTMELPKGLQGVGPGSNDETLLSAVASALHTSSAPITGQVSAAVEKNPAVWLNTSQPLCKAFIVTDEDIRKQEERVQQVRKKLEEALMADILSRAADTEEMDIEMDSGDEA
DAX1 inh-1: DAX1 (NR0B1) inhibitors, primary screen, cell-based, HEK293, Gal4-DAX1, luciferase luminescence | Nuclear receptor subfamily 0 group B member 1 (Homo sapiens), P51843 | HEK293 Gal4-DAX1 luciferase reporter | inhibition, % at 6.75 µM | 340,000 compounds, 0.99% hits | AID 504766, 2011;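 active = inhibition above the mean over all tested compounds plus 3 SD, cut at about 4.2% in these data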;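 also: 0% = DAX1-transfected cells with DMSO and 100% = empty-vector control cells with DMSO; inhibition shows as a rise in luminescence from relieved DAX1 repression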
ssDAF12 agonist: S. stercoralis DAF-12 nuclear receptor activators, primary screen, cell-based, luminescence, HEK293, GRIP1 co-expression, lit1-tk-luc. 370,000 compounds, 1% hits. AID 652126, 2013. activation, % at 6.8 µM. HEK293 ssDAF-12/GRIP1 lit1-tk-luc reporter; % of 3 µM dafachronic acid response;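 active = activation above the mean over all tested compounds plus 3 SD, cut at about 0.9% in these data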;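 also: 0% = DMSO-only wells and 100% = 3 µM delta7-dafachronic acid wells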
SMARCA2 act: SMARCA2 (BRM) function activators, primary screen, cell-based, luminescence, high throughput | MG213 cells, MMTV-luciferase reporter, dexamethasone, overnight | activation, % at 9.1 µM | 370,000 compounds, 1% hits | AID 652017, 2013; in the data active = activation above about 7.8%;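 also: 0% = vehicle wells and 100% = reference activator wells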
hcDAF12 agonist: H. contortus DAF-12 nuclear receptor activators, primary screen, cell-based, luminescence, HEK293, lit1-tk-luc reporter. activation, % at 6.8 µM. AID 652067, 2013. HEK293 hcDAF-12 lit1-tk-luc reporter; 0% DMSO, 100% Δ7-dafachronic acid. 370,000 compounds, 1.4% hits;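 active = activation above the mean of all tested compounds plus 3 SD, cut at about 5.5% in these data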;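 also: 100% = response to 3 µM Δ7-dafachronic acid high control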
hgDAF-12 ag: H. glycines DAF-12 receptor agonists, primary screen, cell-based, luminescence, HEK293, GAL4 fusion, UAS-luciferase | Nuclear hormone receptor DAF-12 (Heterodera glycines), GAL4 fusion | HEK293 GAL4-hgDAF12 UAS-luciferase reporter, agonist luminescence; normalized to butyrate control | activation, % at 6.8 µM | 370,000 compounds, 1.8% hits;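 active = activation above a cutoff set at the mean of all screened compounds plus 3 SD, cut at about 10% in these data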;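 also: 0% = DMSO wells and 100% = sodium butyrate wells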
DAX1 inh-2: DAX1 (NR0B1) inhibitors on StAR promoter, primary screen, cell-based, luminescence, SF-1 (NR5A1), full-length DAX-1 | HEK293T StAR-luciferase reporter, SF-1/DAX-1 repression relief | 370,000 compounds, 1.1% hits | inhibition, % at 6.8 µM | AID 652010, 2013;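 active = inhibition above the mean over all tested compounds plus 3 SD, cut at about 3.6% in these data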;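 also: 0% = DAX-1 cells with DMSO and 100% = cells lacking DAX-1 with DMSO; higher inhibition means more luminescence from relief of DAX-1 repression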
PLC-beta3 inh: human PLC-beta3 inhibitors, primary screen, biochemical, fluorescence; 1-phosphatidylinositol 4,5-bisphosphate phosphodiesterase beta-3 (Homo sapiens), Q01970; Purified PLC-beta3, fluorogenic substrate; inhibition, % at 12.2 µM; 370,000 compounds, 0.18% hits; AID 720704, 2013; in the data active = inhibition above about 11%;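 also: 0% = median of compound wells on plate and 100% = full blocker control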
PLC-gamma1 inh: PLC-gamma1 enzyme inhibitors, primary screen, biochemical, fluorescence, purified enzyme; fluorogenic substrate; inhibition, % at 12.2 µM; 370,000 compounds, 0.84% hits; in the data active = inhibition above about 9.5%
ADAM17 inh: ADAM17 inhibitors, primary screen, biochemical, QFRET | inhibition, % at 6.95 µM | recombinant ADAM17, EDANS/DABCYL FRET peptide cleavage | 370,000 compounds, 0.83% hits | Disintegrin and metalloproteinase domain-containing protein 17 (Homo sapiens), P78536;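 active = inhibition above the mean of compounds lying between control limits plus 3 SD, set per campaign, cut at about 8.5% in these data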;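 also: 0% = DMSO-only wells as the low control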
Target sequence (P78536 215-824 limits assumed): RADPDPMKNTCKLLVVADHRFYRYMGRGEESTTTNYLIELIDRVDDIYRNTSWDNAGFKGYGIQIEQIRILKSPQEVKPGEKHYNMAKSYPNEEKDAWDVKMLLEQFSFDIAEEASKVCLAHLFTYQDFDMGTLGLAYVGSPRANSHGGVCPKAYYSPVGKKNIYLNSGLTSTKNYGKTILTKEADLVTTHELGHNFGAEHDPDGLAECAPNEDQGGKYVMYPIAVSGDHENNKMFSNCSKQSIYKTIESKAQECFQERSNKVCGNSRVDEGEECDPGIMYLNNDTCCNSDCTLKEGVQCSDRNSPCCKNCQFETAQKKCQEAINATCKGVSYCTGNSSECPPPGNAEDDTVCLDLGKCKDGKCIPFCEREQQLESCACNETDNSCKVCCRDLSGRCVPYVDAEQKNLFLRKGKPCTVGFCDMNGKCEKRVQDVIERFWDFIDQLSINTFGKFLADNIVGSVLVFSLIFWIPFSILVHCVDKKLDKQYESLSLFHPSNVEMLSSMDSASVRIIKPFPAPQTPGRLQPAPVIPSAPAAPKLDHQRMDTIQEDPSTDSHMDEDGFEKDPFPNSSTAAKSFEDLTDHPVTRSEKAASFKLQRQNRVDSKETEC
The depositor's hits bear a star; x = no result given.

Sample of the layout (7 entries):
SMILES	Rev-erbA mod	MBD2 DNA inh	DAX1 inh-1	ssDAF12 agonist	SMARCA2 act	hcDAF12 agonist	hgDAF-12 ag	DAX1 inh-2	PLC-beta3 inh	PLC-gamma1 inh	ADAM17 inh
COc1ccc(S(=O)(=O)N/N=C(/C)c2ccc(Cl)cc2)cc1	5	0	0.3	-1.9	-2	-1.3	0.2	-0.1	1	2	0
O=C(Cc1ccc(Br)cc1)N1CCCC1	6	-4	-1.1	-0.9	-1	0.4	3.6	0.3	0	1	-2
Cc1ccc(C(=O)N(Nc2nc3ccccc3s2)C(=O)c2ccc(C)cc2)cc1	-2	-3	2.8	-0.4	3	1.1	2.4	1.7	6	5	3
CCCCNCCOCCOc1ccc(Cl)cc1Br	1	2	2.0	-0.7	-1	1.9	2.2	0.5	1	1	0
O=c1c2ccc(Cl)cc2nc(-c2ccc([N+](=O)[O-])cc2)n1O	1	-1	0.7	-1.4	-4	-1.3	-1.8	-0.5	1	-1	-4
CCOC(=O)c1c(NC(=O)CN2C(=O)C(=O)N(C(C)C)C2=O)sc(C)c1CC	-1	2	-0.2	-0.9	1	-0.9	-1.2	-0.3	-14	-1	-2
CCc1ccc(NC(=O)c2cc(-c3ccc4c(c3)OCO4)on2)cc1	7	3	-0.5	-0.6	0	-2.2	-1.0	0.1	-7	1	-2

The list itself (from the top)
SMILES	Rev-erbA mod	MBD2 DNA inh	DAX1 inh-1	ssDAF12 agonist	SMARCA2 act	hcDAF12 agonist	hgDAF-12 ag	DAX1 inh-2	PLC-beta3 inh	PLC-gamma1 inh	ADAM17 inh
COc1ccc(S(=O)(=O)N/N=C(/C)c2ccc(Cl)cc2)cc1	5	0	0.3	-1.9	-2	-1.3	0.2	-0.1	1	2	0
O=C(Cc1ccc(Br)cc1)N1CCCC1	6	-4	-1.1	-0.9	-1	0.4	3.6	0.3	0	1	-2
Cc1ccc(C(=O)N(Nc2nc3ccccc3s2)C(=O)c2ccc(C)cc2)cc1	-2	-3	2.8	-0.4	3	1.1	2.4	1.7	6	5	3
CCCCNCCOCCOc1ccc(Cl)cc1Br	1	2	2.0	-0.7	-1	1.9	2.2	0.5	1	1	0
O=c1c2ccc(Cl)cc2nc(-c2ccc([N+](=O)[O-])cc2)n1O	1	-1	0.7	-1.4	-4	-1.3	-1.8	-0.5	1	-1	-4
CCOC(=O)c1c(NC(=O)CN2C(=O)C(=O)N(C(C)C)C2=O)sc(C)c1CC	-1	2	-0.2	-0.9	1	-0.9	-1.2	-0.3	-14	-1	-2
CCc1ccc(NC(=O)c2cc(-c3ccc4c(c3)OCO4)on2)cc1	7	3	-0.5	-0.6	0	-2.2	-1.0	0.1	-7	1	-2
CCOC(=O)c1c(NC(=O)CSc2nncn2C)sc(C)c1C	3	2	-0.1	-0.5	-3	-1.1	1.1	0.0	0	0	-7
COc1ccccc1NC(=S)NC1CCCCCC1	-2	1	0.3	-1.7	-1	-0.7	-3.9	0.3	2	0	-1
COc1cc2c(cc1OC)CN(C(=O)Cc1ccccc1)CC2	4	1	1.9	-1.1	-2	-2.4	0.0	0.3	-22	-11	-3
Nc1nnnn1/N=C/c1cc(Cl)cc(Cl)c1OCc1ccc(Cl)cc1Cl	-5	3	-0.1	-0.8	-1	-0.5	1.2	-0.8	4	1	-3
Cc1c(C(=O)N(Cc2ccc(Cl)cc2)C2CCS(=O)(=O)C2)oc2ccccc12 (stereo unspecified)	6	1	-1.4	-1.4	0	-2.6	-1.8	-0.2	-4	2	2
COC(=O)c1ccc(Cn2nc(C)cc2C)cc1	-4	-2	0.1	-1.0	-2	-1.3	2.8	0.1	2	-1	-3
Cc1cccc(C)c1NC(=O)C1(C)CCC(=O)N1CCOc1ccccc1 (stereo unspecified)	-1	2	x	-1.4	-2	-0.8	-0.2	2.6	3	0	-4
Nc1cc(=O)nc(SCC(=O)N2CCN(c3ccccc3)CC2)n1-c1ccccc1	5	1	1.2	-0.9	0	-0.1	1.5	1.2	-3	0	-1
O=C1c2ccccc2C(=O)N1c1nccs1	-1	5	0.1	-0.8	2	-0.3	-3.8	0.8	-4	2	1
COc1ccc(S(=O)(=O)N2CCC(C(=O)N[C@@H](C)C(=O)NCc3cccc(OC)c3)CC2)cc1	-6	5	0.0	-1.8	-1	-0.6	-0.6	-1.5	-8	0	-5
Cc1ccc(S(=O)(=O)N2CCOCC2)cc1C(=O)N1CCCC1	-1	-4	-0.4	-0.6	1	-1.2	2.5	-0.2	-5	-1	2
COC(=O)c1cccc(N(C(=O)CNC(=O)c2cccs2)C(C(=O)NCC2CCCO2)c2ccc(OC)c(OC)c2)c1 (stereo unspecified)	0	0	4.7*	-1.4	-3	-2.1	0.2	-0.4	-5	1	1
COc1cc(CN2CCN(Cc3ccc([N+](=O)[O-])cc3)CC2)c([N+](=O)[O-])cc1OC	4	-5	-2.1	-1.8	-2	-3.5	-4.1	-1.7	-4	-2	-1
CC(C)CCN1CC(O)=C(c2nc(-c3ccc(Cl)cc3)cs2)C1=N	3	2	0.4	-1.3	1	-0.8	0.6	0.0	-1	0	-4
O=C(N/N=C/c1ccccn1)c1ccncc1	-2	4	-1.1	-0.6	0	2.5	3.1	-0.1	-5	-1	-10
Cc1cc(O)c(C=Nc2ccc(N3CCOCC3)cc2)c(C)c1Cl	0	0	-1.1	-1.5	-2	-1.9	-2.1	-0.5	-28	-19	-2
C=CCn1c(SCC(=O)Nc2ccc(OC)cc2)nc2ccccc2c1=O	-2	-5	0.9	-1.5	-3	-3.5	0.0	-0.4	-5	-1	1
CC(c1ccccc1)n1c(NCCCn2ccnc2)nc2c1c(=O)[nH]c(=O)n2C (stereo unspecified)	-5	-1	x	-0.8	1	-0.7	0.0	-0.9	0	1	-3

The listing continues.
SMILES	Rev-erbA mod	MBD2 DNA inh	DAX1 inh-1	ssDAF12 agonist	SMARCA2 act	hcDAF12 agonist	hgDAF-12 ag	DAX1 inh-2	PLC-beta3 inh	PLC-gamma1 inh	ADAM17 inh
Cc1ccnc(NC(=O)c2ccc3c(c2)OCO3)c1	-6	0	-1.4	-0.8	7	6.3*	18*	4.9*	-9	0	-5
COc1ccc(CCNc2c(C)c(C)nc3ncnn23)cc1	-5	-2	-3.4	-2.4	-7	-4.1	-6.2	-4.2	-25	1	-6
Cc1[nH]c2c(Cl)cccc2c(=O)c1CN1CCCCCC1	-1	1	-0.6	-0.7	4	-0.6	-0.3	0.2	-11	0	-2
O=C(COC(=O)c1cc(S(=O)(=O)N2CCOCC2)ccc1O)NCc1ccc2c(c1)OCO2	8	3	-0.1	-0.5	-2	0.3	2.8	-1.6	-3	-1	-8
Brc1ccc(-c2cnc3n2CCCC3)cc1	2	4	-0.5	-1.5	0	-0.4	-0.1	-0.7	-9	-6	-3
COCCCC1CCN(C(=O)C2CCC(=O)N(C3CCCC3)C2)CC1 (stereo unspecified)	0	-2	-0.8	-0.8	-2	0.2	-0.2	-1.0	-4	-2	-4
COCCn1c(=N)c(S(=O)(=O)c2ccc(Br)cc2)cc2c(=O)n3ccccc3nc21	2	0	0.5	-1.3	1	0.3	0.2	0.1	-18	-7	-16
CS(=O)(=O)c1nc(S(=O)(=O)c2ccc(Cl)cc2)c(NCCN2CCOCC2)s1	2	-1	-0.2	-0.9	-2	-2.4	-0.6	-0.2	-4	1	6
CCc1cccc(CC)c1NC(=O)CN1CC(C)SC1=NC1CCCCC1 (stereo unspecified)	-2	-2	1.0	-1.1	-1	-0.3	0.2	-0.3	4	3	-1
CCOC(=O)NC(=S)Nc1ccc(C(C)(C)C)cc1	-5	4	1.4	-0.9	-1	-1.7	1.7	-0.4	-2	3	1
COc1ccc(/C=N/NC(=O)c2nc(-c3ccccc3)n(-c3ccccc3)n2)c(O)c1	1	-5	-0.1	-2.3	-4	-4.3	-9.4	-3.7	-52	-49	-3
COCCCNC(=O)Cn1cc2c(n1)CCCCC2	3	-8	1.2	-0.6	1	-1.8	1.7	0.0	4	0	0
CCCCNC(=O)c1ccc(C)c(NC(=O)C2=C(C)OCCS2)c1	3	0	-0.7	-1.1	-3	0.9	-1.2	0.0	-3	-3	1
Oc1c(Cl)cc(Cl)cc1C1Nc2ccccc2-n2cccc21 (stereo unspecified)	0	0	0.9	-0.6	1	0.1	0.8	0.1	-5	0	-2
COc1cc(CNCCN2CCOCC2)ccc1OCc1cccc(Cl)c1	-2	-2	-0.4	-1.2	0	0.2	-2.7	0.3	2	2	-6
CCC(=O)N1CCc2cc(S(=O)(=O)N3CCN(c4ccccn4)CC3)ccc21	2	0	-1.2	-0.8	0	-2.2	0.8	-0.1	0	1	-3
CN1C(=O)c2ccccc2N(C)C1c1ccccc1Cl (stereo unspecified)	1	-2	3.0	-1.8	3	-1.3	-2.4	0.0	-321	-248	-383
Cc1ccc(S(=O)(=O)Nc2ccccc2N2CCOCC2)cc1	2	-3	-0.2	-1.1	0	-0.8	0.9	-1.5	-3	2	-2
COC(=O)c1ccc(Sc2nnnn2-c2ccccc2)c([N+](=O)[O-])c1	-2	-3	-1.4	-1.5	-3	-2.1	-1.5	-1.2	2	2	-2
CC(C)(C)C(=O)NC1CCN(CC(=O)Nc2ccc3c(c2)OCO3)CC1	11	-2	0.3	-0.6	-3	-0.1	-0.2	0.0	-4	2	0
O=C(OC1CCOC1=O)c1ccc(-c2nc3ccccc3s2)s1 (stereo unspecified)	1	-6	-0.3	-0.8	4	2.6	2.7	1.3	-82	-73	-116
CN(C)C(=O)c1cccc(-c2cnc3c(NC=O)cc(-c4ccccc4F)cn23)c1	0	0	x	-1.8	7	-1.6	5.6	2.6	-35	-28	-10
CCCCCc1c(-c2ccc(Cl)cc2)ncn1CCc1ccccc1OC	0	-2	x	-1.4	-4	-1.5	-4.2	-0.7	7	3	1
OC(c1ccccc1)c1ccccc1CN1CCCNC1=S (stereo unspecified)	-3	-1	0.4	-1.4	-2	-1.2	-4.0	0.2	0	2	-6
